GPR151 activ: activators of human GPR151 | Q8TDV0 | PathHunter beta-arrestin GPR151 cells, luminescence | activation, % at 11.2 µM | 1% of 650,000 active | AID 1508602; in the data active = activation above about 4.9%;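 note: 0% = median of compound wells and 100% = cells with positive control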
Target sequence (Q8TDV0 whole entry, looked up): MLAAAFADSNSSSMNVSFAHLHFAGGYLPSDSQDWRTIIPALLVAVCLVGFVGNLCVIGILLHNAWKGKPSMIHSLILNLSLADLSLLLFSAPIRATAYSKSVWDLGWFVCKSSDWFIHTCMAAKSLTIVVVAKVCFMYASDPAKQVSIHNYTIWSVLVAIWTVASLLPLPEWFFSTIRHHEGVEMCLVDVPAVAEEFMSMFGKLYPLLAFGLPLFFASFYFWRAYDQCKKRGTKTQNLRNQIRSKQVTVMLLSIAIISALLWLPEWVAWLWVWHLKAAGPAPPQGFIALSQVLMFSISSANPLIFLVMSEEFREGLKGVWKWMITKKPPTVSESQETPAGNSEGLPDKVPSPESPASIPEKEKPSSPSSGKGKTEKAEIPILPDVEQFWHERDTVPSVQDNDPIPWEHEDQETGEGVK
FBW7 activator: human FBW7 E3 ligase activation, primary screen | AlphaScreen FBW7–phospho-cyclin E peptide binding, activator screen | normalized activity (activation), % at 26.1 µM | 0.13% of 650,000 active; in the data active = normalized activity above about 1.9%;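 note: purified mutant Fbw7 with reduced substrate affinity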
Target sequence (Q969H0 whole entry, looked up): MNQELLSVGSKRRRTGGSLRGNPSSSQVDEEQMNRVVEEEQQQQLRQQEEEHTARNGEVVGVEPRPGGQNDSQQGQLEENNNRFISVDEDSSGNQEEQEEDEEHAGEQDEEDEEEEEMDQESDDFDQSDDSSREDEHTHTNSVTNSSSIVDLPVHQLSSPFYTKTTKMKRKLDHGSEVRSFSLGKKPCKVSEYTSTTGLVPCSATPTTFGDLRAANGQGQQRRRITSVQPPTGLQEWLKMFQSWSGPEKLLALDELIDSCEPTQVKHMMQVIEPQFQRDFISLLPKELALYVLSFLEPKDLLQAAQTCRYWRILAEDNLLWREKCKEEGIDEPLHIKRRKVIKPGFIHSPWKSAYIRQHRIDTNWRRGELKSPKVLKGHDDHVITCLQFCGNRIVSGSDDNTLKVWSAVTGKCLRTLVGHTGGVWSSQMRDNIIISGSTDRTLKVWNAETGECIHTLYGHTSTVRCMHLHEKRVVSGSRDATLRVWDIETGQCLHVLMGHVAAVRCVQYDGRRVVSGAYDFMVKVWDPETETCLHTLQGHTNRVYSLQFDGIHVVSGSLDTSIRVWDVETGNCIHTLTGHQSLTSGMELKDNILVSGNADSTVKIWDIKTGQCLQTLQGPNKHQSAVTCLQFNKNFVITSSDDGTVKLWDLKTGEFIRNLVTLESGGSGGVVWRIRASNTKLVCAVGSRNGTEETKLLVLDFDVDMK
MITF primary: human MITF inhibition, primary screen; O75030; AlphaScreen MITF homodimerization, bead proximity signal; inhibition, % at 2.6 µM; 0.91% of 650,000 active; in the data active = inhibition above about 50%;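 note: 0% = vehicle wells with protein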
TEAD-YAP block: TEAD-YAP interaction inhibition; HEK-TIYL cells, TEAD-Gal4/YAP UAS-luciferase luminescence; AID 1259422; inhibition, % at 9.12 µM; 1.4% of 640,000 active; in the data active = inhibition above about 32%;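 note: 0% = median of test compound wells and 100% = reference inhibitor wells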
Starred values were filed as active, the others as inactive; x = no result given.

SMILES	GPR151 activ	FBW7 activator	MITF primary	TEAD-YAP block
O=C1CN(C(=O)c2ccc(OC(F)F)cc2)CCN1	0.6	-0.1	0	0
CC1Cc2ccccc2N1C(=O)c1cnc2ccccn2c1=O (stereo not given)	-0.3	0.0	-8	8
Cc1cc(-c2nnc(CCC(=O)N3CCCCCCC3)o2)c(C)o1	1.2	0.3	-1	5
CC(=O)Nc1ccc(NC(=O)C(=O)c2cn(CC(=O)N3CCOCC3)c3ccccc23)cc1	-0.4	0.0	-2	8
C=CCn1c(C)cc(-c2csc(NC(=O)Cc3ccc(OC)cc3)n2)c1C	1.5	0.2	4	-2
CNC(=S)N/N=C(\C)c1ccc(C(C)(C)C)cc1	-1.1	0.4	16	-20
O=C(c1cccnc1)N(CC1CC1)C1CCN(Cc2ccccc2OC(F)F)CC1	-0.8	0.1	19	10
O=C(COC(=O)c1ccc2c(c1[N+](=O)[O-])C(=O)c1ccccc1C2=O)NC1CCCCC1	-0.4	0.1	-4	-3
CN(Cc1ccccc1)C(=O)CCC1CCN(C(=O)c2cc(=O)c3ccccc3o2)CC1	-0.7	-0.1	-2	-19
COc1ccc(CCN2C(=O)CN(C3CCCCCC3)C(=O)C2c2ccc(OC(C)C)c(OC)c2)cc1OC (stereo not given)	-0.1	0.2	8	2
CCN(CC)S(=O)(=O)c1ccc(C(=O)NC2CC(=O)N(c3ccc(F)cc3)C2)cc1 (stereo not given)	2.3	-0.1	-3	-1
Cc1cc2c(o1)c1cnn(CC(=O)NCc3cccs3)c(=O)c1n2C	-0.9	0.0	-8	-27
CCSc1cc(C)nc2ncnn12	0.3	-0.1	10	-1
O=C(O)CN1C(=O)CCS(=O)(=O)c2ccccc21	0.4	-0.1	8	10
COc1nn(C)cc1C(=O)NCC(=O)Nc1cccnc1	0.0	-0.1	5	3
O=C(CCn1c(=S)oc2ccccc21)NN1CCOCC1	-0.6	0.1	3	0
COC1(c2ccc([N+](=O)[O-])cc2)CC(C(Cl)(Cl)Cl)NO1 (stereo not given)	0.2	0.0	1	8
c1ccc(-c2nnc3n2CCN(Cc2ccco2)CC3)cc1	0.3	0.0	9	1
CCc1c(C(=O)c2ccc(C)cc2)n2c(C)csc2[n+]1-c1ccccc1	2.1	-0.1	2	40*
NNC(=O)CCNS(=O)(=O)c1ccc([N+](=O)[O-])cc1	0.8	0.0	-13	6
COc1ccc(NC(=S)Nc2cc(OC)c(OC)c(OC)c2)c(OC)c1	-1.6	-0.1	-27	7
COC(=O)Cc1ccc(NC(=S)N2CCN(C)CC2)cc1	0.2	0.0	-6	-4
COc1ccc(/C=C2\C=C(c3ccc(Br)cc3)OC2=O)cc1C	-0.3	-0.2	0	-1
Cc1ccc2c(c1)c1nnc(SCC(=O)Nc3cccc(O)c3)nc1n2C	-0.6	0.2	1	-14
CN(CC(=O)NCc1ccco1)S(=O)(=O)c1ccc2c(c1)n(C)c(=O)c(=O)n2C	0.1	-0.1	1	-7
COc1ccc(Nc2nc(N3CCCC3)c3ccccc3n2)cc1	0.7	-0.2	-3	37*
O=C(CCN1C(=O)COc2ccccc21)NCc1ccccc1	-0.1	-0.2	-8	-6
NC(=O)CCC(=O)N1CCCC(C(=O)c2ccc3ccccc3c2)C1 (stereo not given)	-1.1	-0.1	-9	9
CCCCCCOc1ccc(OC(=O)c2ccc(-c3ccc(CCCCC)cn3)cc2)cc1	-1.0	0.1	-2	28
CCCCc1ccc(-c2nc(Nc3cc(Oc4ccc(Cl)c(C)c4)cc([N+](=O)[O-])c3)c3ccccc3n2)cc1	-0.4	-0.1	16	-9
CCN1CCC(N2CCN(c3ccc(Cl)cc3)CC2)CC1	0.9	0.0	-4	1
COc1ccc(CNc2ccc3ncc(-c4ccccc4F)n3n2)cc1	2.6	-0.1	-5	15
O=C(CSc1ccc(Cl)cc1)NN=C1CCCCCC1	0.5	0.1	8	4
Cc1nnc(SCC(=O)NC2CCCCCC2)[nH]c1=O	-0.7	0.2	9	4
CC(=O)c1cccc(NC(=O)CCC(=O)Oc2ccc(C)cc2)c1	1.7	-0.2	-11	-20
O=C(OC1CCS(=O)(=O)C1)c1ccc([N+](=O)[O-])cc1 (stereo not given)	0.2	0.1	12	5
COc1ccccc1NC(=O)CSCc1nc2ccccc2[nH]1	1.8	0.0	5	-3
COc1ccc(-c2cnnn2-c2ccc(NC(=O)c3ccccc3C(F)(F)F)cc2)cc1OC	-0.9	0.1	-9	10
O=c1[nH]cc(C(F)(F)F)cc1NS(=O)(=O)c1cccc([N+](=O)[O-])c1	0.9	0.0	-3	0
CCC(NC(=O)N(Cc1ccccc1)Cc1ccc2c(c1)OCO2)(C(F)(F)F)C(F)(F)F	-1.3	-0.1	1	0
O=C1CCCc2oc3c(Cl)cc(NS(=O)(=O)c4cccc([N+](=O)[O-])c4)cc3c21	-1.6	1.0	16	7
Cc1ccc(N2C(=O)CSC2=O)cc1	0.7	0.8	13	-1
CCN(CC)c1ncnc2sc(C(=O)Nc3ccc(OC)c(Cl)c3)c(C)c12	2.4	0.0	-4	-13
Cc1cccc(N2CC(C(=O)Nc3sc4c(c3C#N)CCCC4)CC2=O)c1C (stereo not given)	-0.5	0.1	7	3
O=C(N/N=C/c1cc(O)ccc1[N+](=O)[O-])c1cc(Cl)ccc1O	-4.3	0.4	-6	-6
O=C1c2cccc3cc(Br)cc(c23)C(=O)N1O	-0.8	-0.1	-1	-3
COC(=O)c1cc2ccccc2oc1=O	1.1	-0.1	2	3
O=C(Nc1nccs1)C1CCCCC1	1.8	-0.1	5	-6
CC1=[N+](CC(=O)c2ccc(Br)cc2)CCn2c(C)ccc21	2.9	-0.4	8	-29
COc1cc(C(=O)n2ncc(C#N)c2N)cc(OC)c1OC	1.4	0.1	-3	-11
CCn1c2ccccc2c2cc(CN3CCN(Cc4cc(OC)ccc4O)CC3)ccc21	-1.0	-0.3	62*	-18
Cc1sc2ncn(Cc3ccc([N+](=O)[O-])cc3)c(=O)c2c1C	1.7	-0.1	9	0
O=C(Cc1c[nH]c2ccccc12)NC1CCCCCC1	-0.2	0.1	6	-7
Cc1ccc(C)c(Cc2c(C)nc3c(C(=O)n4ccnc4)cnn3c2C)c1	0.2	0.3	12	-5
CC(=O)Nc1ccc(CN2CCc3nnc(C(NS(C)(=O)=O)C(C)C)n3CC2)cc1 (stereo not given)	0.2	-0.1	1	-6
COc1ccc(C(C)(C)C)cc1S(=O)(=O)N1CCOCC1	-1.6	1.1	13	0
O=C(Cc1ccc(F)cc1)N1CC(c2nc3ccccc3[nH]2)C1	0.5	0.3	8	4
O=C(CNS(=O)(=O)c1cccs1)NC(c1ccccc1)c1ccccc1	-0.3	0.1	11	4
CC(=O)c1cccc(NC(=O)Nc2csc3c2CCCC3)c1	0.4	-0.1	-4	-14
CCc1ccc2[nH]c(=O)c(CN(CCN3CCOCC3)C(=O)NCc3ccccc3)cc2c1	0.2	-0.1	0	-1

Later entries:
SMILES	GPR151 activ	FBW7 activator	MITF primary	TEAD-YAP block
O=C(NCc1ccccn1)C(=O)Nc1cccc(C(F)(F)F)c1	2.1	0.1	11	-2
C[C@H]1Cc2c(COc3ccccc3)nc3c(c2CO1)CN(C(=O)NCc1ccco1)CC3	8.6*	0.0	-20	x
O=C(NCCCN1CCCC1=O)c1cccc(Nc2ccc(-n3ccnc3)cc2)c1	1.0	0.0	12	4
CC1=C(C(=O)N2CCCC(CNS(=O)(=O)Cc3ccccc3)C2)OCCO1 (stereo not given)	-0.3	0.3	11	-5
CC1CC(C)CN(C(=O)Cn2c(SCC(=O)N3CCCC3)nc3ccccc32)C1 (stereo not given)	-0.5	0.0	-5	4
O=C(c1ccc2c(c1)OCO2)N1CCN=C1SCc1cccc(F)c1	1.0	0.0	3	1
Cc1ccc(CN[C@H]2C[C@H]3C(=O)N[C@@H](CCCCN)C(=O)N3C2)cc1	3.0	0.0	3	13
CCOc1ccc(C2=NC(c3c(F)cccc3Cl)NC(c3cc(Cl)ccc3O)C2)cc1 (stereo not given)	1.3	-0.2	-3	9
Cc1cc(OCC(=O)Nc2ccc(C(N)=O)cc2)ccc1C(C)C	-1.0	-0.1	-7	1
CC1CCCCC12NC(=O)N(CC(=O)Nc1ccc(OCc3ccccc3)cc1)C2=O (stereo not given)	-0.1	0.1	10	13
CCN(CCN(C)C)Cc1ccc(F)cc1F	0.0	0.0	60*	1
CCOC(=O)c1sc(NC(=O)C(C)Sc2nnc(CNC(=O)Cc3ccccc3)n2CCc2ccccc2)c(C(=O)OCC)c1C (stereo not given)	-0.7	0.0	6	10

Sorted by count of non-hydrogen atoms (low to high): some entries from above
SMILES	GPR151 activ	FBW7 activator	MITF primary	TEAD-YAP block
COC(=O)c1cc2ccccc2oc1=O	1.1	-0.1	2	3
CCN(CCN(C)C)Cc1ccc(F)cc1F	0.0	0.0	60*	1
O=C(Cc1c[nH]c2ccccc12)NC1CCCCCC1	-0.2	0.1	6	-7
COC(=O)Cc1ccc(NC(=S)N2CCN(C)CC2)cc1	0.2	0.0	-6	-4
c1ccc(-c2nnc3n2CCN(Cc2ccco2)CC3)cc1	0.3	0.0	9	1
COc1ccc(/C=C2\C=C(c3ccc(Br)cc3)OC2=O)cc1C	-0.3	-0.2	0	-1
Cc1cc(-c2nnc(CCC(=O)N3CCCCCCC3)o2)c(C)o1	1.2	0.3	-1	5
Cc1cccc(N2CC(C(=O)Nc3sc4c(c3C#N)CCCC4)CC2=O)c1C (stereo not given)	-0.5	0.1	7	3
O=C(NCCCN1CCCC1=O)c1cccc(Nc2ccc(-n3ccnc3)cc2)c1	1.0	0.0	12	4
CC1CCCCC12NC(=O)N(CC(=O)Nc1ccc(OCc3ccccc3)cc1)C2=O (stereo not given)	-0.1	0.1	10	13
C[C@H]1Cc2c(COc3ccccc3)nc3c(c2CO1)CN(C(=O)NCc1ccco1)CC3	8.6*	0.0	-20	x
CCCCCCOc1ccc(OC(=O)c2ccc(-c3ccc(CCCCC)cn3)cc2)cc1	-1.0	0.1	-2	28

More structures follow.
SMILES	GPR151 activ	FBW7 activator	MITF primary	TEAD-YAP block
CC(CCc1ccccc1)NC(=O)C1(c2ccccc2)CCOCC1 (stereo not given)	-0.1	-0.1	-5	-5
CC(=O)c1ccc(NC(=O)CSc2ncnc3c2cnn3-c2ccc(Cl)cc2)cc1	0.0	0.1	1	6
Cn1cccc(C(=O)Nc2ccc(-c3cn4c(n3)SCC4)cc2)c1=O	-7.0	0.1	7	-15
CCOC(=O)C1=C(C)N=c2s/c(=C\c3ccc(O)c(OC)c3)c(=O)n2C1c1cccc(OC)c1 (stereo not given)	0.9	-0.1	-13	-1
CCOC(=O)N1CCC(NS(=O)(=O)c2ccc3c(c2)C(C)(C)C(=O)N3C)CC1	2.9	0.1	6	10
CCOC(=O)N1CCN(C(=O)C2CC23CCN(Cc2cn(C)c4ccccc24)CC3)CC1 (stereo not given)	-1.1	0.8	-1	8
O=S(=O)(c1ccccc1)N1CCN(CCO)CC1	0.0	1.2	14	5
O=C(CNC(=O)c1ccc(Cl)cc1Cl)OCc1cc([N+](=O)[O-])cc2c1OCOC2	0.0	0.7	-8	-4
Cc1cccc(NC(=O)/C(=C\c2ccc3c(c2)OCO3)NC(=O)c2ccccc2Cl)c1	-1.0	0.0	-11	-4
CCNC(=O)COc1ncnc2c(Cl)cc(Cl)cc12	0.1	0.1	5	1
CC(C)(C)c1[nH]nc2c1C(c1cccc(OCc3ccccc3)c1)C(C#N)=C(N)O2 (stereo not given)	0.0	-0.1	-8	-9
Cc1ccc(C(=O)NNC(=O)CSc2nnc(CNc3ccc(F)cc3)n2C)cc1	-0.6	0.0	9	5
COCCNC(=O)c1sc2ncn(CC(=O)N3CC(C)CC(C)C3)c(=O)c2c1C (stereo not given)	-0.9	-0.2	-6	-8
O=C(NC(NC(=O)c1ccco1)c1ccc(Cl)cc1)c1ccco1	0.6	0.0	2	9
O=C(Cn1cnc2ccccc2c1=O)Nc1ccc(C(F)(F)F)cn1	0.3	0.0	13	-1
OCCN(CC#CC(O)(c1ccccc1)c1ccccc1)CCO	1.0	-0.7	-5	-11
CC1CN(S(=O)(=O)c2ccc([N+](=O)[O-])cc2)CC(C)O1 (stereo not given)	-0.4	0.1	11	-5
COc1ccc(OCCOc2ccccc2/C=C2\SC(=O)NC2=O)cc1	-0.5	-0.1	-9	13
O=c1[nH]cnc2c1sc1ccccc12	-2.3	0.1	3	-1
CCOC(=O)C1=C(C)N=c2s/c(=C/c3ccc(SC)cc3)c(=O)n2C1c1ccc2c(c1)OCO2 (stereo not given)	0.1	0.0	10	7
Cc1cc(C)cc(NC(=O)C23CCC(C)(C(=O)C2)C3(C)C)c1 (stereo not given)	0.7	0.1	4	9
CCCCOC(=O)NS(=O)(=O)c1ccccc1[N+](=O)[O-]	-1.0	-0.2	4	-4
COc1ccc(C)cc1NC(=O)CN(c1ccc(Br)cc1)S(C)(=O)=O	-1.0	0.6	13	3
COc1ccc(-c2nc(NCCOc3ccccc3)c3ncn(-c4ccccc4)c3n2)cc1	-2.9	0.1	5	3
Cc1ccc(N2C(=O)CC(N3CCC(C(N)=O)CC3)C2=O)cc1 (stereo not given)	-0.2	0.2	1	-2
CCCn1c2ccccc2c2cnn(CC(=O)NCCOC)c(=O)c21	4.4	0.2	-6	0
Cc1cc(C(=O)OCC(=O)N2c3ccccc3NC(=O)C2(C)C)c(C)o1	-1.5	-0.1	15	-7
Cc1cc(Nc2ccccc2)nc(Nc2ccc3ncccc3c2)n1	2.7	0.1	11	4
CCOc1ccccc1NC(=O)c1c(NC(=O)c2cccs2)sc2c1CCC2	-0.6	0.3	4	9
CN(Cc1ccccc1)C(=O)CCC1CCN(C(=O)/C=C/c2cnc[nH]2)CC1	-0.8	0.5	8	5

Screening data (PubChem BioAssay)

Outcome played no part in choosing rows (roughly 3.4% active in at least one column).
